# Assay outcomes as filed in PubChem BioAssay.
# phage Ecoli inh: E. coli growth loss with phage present | growth absorbance | inhibition, % at 11.9 µM | hit rate 0.26% among 360,000 | AID 651602; in the data active = inhibition above about 11%
# Mot1-301 SUMO: SUMOylation pathway inhibition by Mot1-301 growth rescue; S. cerevisiae Mot1-301 growth rescue, ATP luminescence, 38.5C; percent above DMSO median, 100 means doubled; hit rate 1% among 320,000; growth rescue, % at 18.8 µM;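 active = every valid replicate shows activation above 250% relative to neutral control wells; inactive = the rest, any valid replicate at or below 250%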;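 note: OY570 slx delta 5 strain wells were the positive control but not used for scaling; some compounds called inactive have numbers as strong as hits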
# AddAB inh: less growth of phage-infected E. coli with AddAB. E. coli expressing H. pylori AddAB, absorbance growth. inhibition, % at 11.9 µM. hit rate 0.29% among 330,000. AID 435030; in the data active = inhibition above about 12%;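 note: 0% = vehicle wells of infected cells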
# PKA-R1A activ: PKA-R1A complex activation; hit rate 0.083% among 340,000; AID 504707; activation, % at 11.4 µM; PKA-R1A dissociation, Cy5-IP20 fluorescence polarization; scaled: DMSO 0%, 113 µM cGMP 100%;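 active = percent activation above the mean of all tested compounds plus 3 SD, cut at about 19% in these data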;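 note: higher means more PKAc released from R1A so a rise in polarization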
# Tat transport: blocks Tat-dependent protein export in E. coli; E. coli MC4100 TorA-mCherry Tat export, fluorescence; inhibition, % at 10 µM; hit rate 0.036% among 340,000;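 active = mean replicate inhibition at least 50% and at least half of replicates individually reaching 50%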;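 note: exported cargo escapes ClpAP degradation while cytoplasmic cargo is degraded and loses fluorescence; 0% = median of neutral control wells and 100% = median of NaSCN control wells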
# E coli growth: reduces bacterial viability in AddAB counter-screen; hit rate 0.27% among 330,000; E. coli V3065 growth, OD600 absorbance, 18 h; AID 449728; inhibition, % at 11.9 µM;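 active = inhibition above the campaign's mean inhibition across all tested compounds plus 3 SD, cut at about 9.9% in these data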;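 note: uninfected addAB+ strain grown without phage in ampicillin broth; 0% = DMSO wells and 100% = ciprofloxacin 0.95 µg/ml wells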
# HTR5A inv ag: counter-screen for OPRM1-OPRD1 inverse agonists: human HTR5A inverse agonism | hit rate 0.083% among 340,000 | HTR5A cell line, luminescence | inhibition, % at 9.3 µM | AID 504634; in the data active = inhibition mostly above about 23%, no sharp cut-off; inactive = mostly below about 18%;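 note: 0% = cells with DMSO and 100% = no-cell wells with DMSO; some compounds called inactive have numbers as strong as hits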
# Target sequence (P47898 whole entry, looked up): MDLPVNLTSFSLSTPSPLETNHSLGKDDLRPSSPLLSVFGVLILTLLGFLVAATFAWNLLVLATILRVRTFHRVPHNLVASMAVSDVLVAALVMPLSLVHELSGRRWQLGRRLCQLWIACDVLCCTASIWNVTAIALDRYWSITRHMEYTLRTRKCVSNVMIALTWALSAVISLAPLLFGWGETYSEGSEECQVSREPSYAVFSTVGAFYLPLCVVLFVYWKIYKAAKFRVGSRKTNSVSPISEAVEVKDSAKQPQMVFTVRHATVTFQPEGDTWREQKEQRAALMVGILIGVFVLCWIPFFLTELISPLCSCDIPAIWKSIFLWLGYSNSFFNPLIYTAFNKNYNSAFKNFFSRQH
# PKA-R2B act: activators of human PKA-R2B complex; P22694+P31323; PKA-R2B holoenzyme dissociation, Cy5-IP20 fluorescence polarization; R2B truncated from residue 108, S112A mutant; 0% DMSO only, 100% 113 µM cGMP; activation, % at 11.4 µM; hit rate 0.079% among 340,000;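 active = activation above a cutoff set at the mean over all compounds plus 3 SD, cut at about 18% in these data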;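 note: higher means more holoenzyme dissociation and a rise in polarization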
# Target sequence (P31323 whole entry, looked up, other chains not shown, the tested form may be a part): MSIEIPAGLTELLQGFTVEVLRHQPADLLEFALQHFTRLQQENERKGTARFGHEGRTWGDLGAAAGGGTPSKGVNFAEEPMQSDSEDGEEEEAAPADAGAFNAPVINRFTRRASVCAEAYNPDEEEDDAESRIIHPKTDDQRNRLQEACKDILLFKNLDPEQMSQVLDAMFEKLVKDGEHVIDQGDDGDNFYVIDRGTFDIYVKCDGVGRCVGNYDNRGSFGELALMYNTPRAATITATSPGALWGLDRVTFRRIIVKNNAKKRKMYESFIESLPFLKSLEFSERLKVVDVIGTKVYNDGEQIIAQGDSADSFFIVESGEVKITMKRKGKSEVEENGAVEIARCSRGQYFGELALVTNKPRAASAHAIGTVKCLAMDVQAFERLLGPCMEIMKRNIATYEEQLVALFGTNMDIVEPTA
# PfHsp90 set2: growth inhibition of yeast expressing Plasmodium Hsp90; S. cerevisiae expressing PfHsp90, BacTiter-Glo ATP, 48 h; yeast lacking PDR1 and PDR3 efflux regulators; inhibition, % at 9.4 µM; hit rate 0.32% among 310,000; AID 504621;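 active = every replicate shows inhibition above about 80%, whatever the replicate mean, limit read from the data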;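 note: 0% = DMSO neutral controls and 100% = 20 µM radicicol positive controls; yeast relying on Plasmodium falciparum Hsp90 in place of its own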
# MOR-DOR inv ag: inverse agonists of human mu-delta opioid receptor heterodimerization | P35372+P41143 | cell-based MOR-DOR heterodimer luminescence, inverse agonism | inhibition, % at 9.3 µM | hit rate 0.21% among 340,000 | AID 504357; in the data active = inhibition above about 22%, passing the limit was not always enough;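 note: 0% = cells with DMSO and 100% = wells without cells with DMSO; values of inactives mirror those of a sister screen read the other way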
# MOR-DOR ag: OPRM1-OPRD1 heterodimerization agonism; cells, luminescence; hit rate 0.3% among 340,000; activation, % at 9.3 µM; in the data active = activation above about 18%;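 note: 0% = vehicle-treated cells and 100% = reference agonist; values of inactives mirror those of a sister screen read the other way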
# The depositor's hits bear a star; x = not tested or not shown; + = active, no number.
# The line under a structure holds: phage Ecoli inh	Mot1-301 SUMO	AddAB inh	PKA-R1A activ	Tat transport	E coli growth	HTR5A inv ag	PKA-R2B act	PfHsp90 set2	MOR-DOR inv ag	MOR-DOR ag
(1) CCC(Cc1ccccc1)NS(=O)(=O)c1c(C)nc2scc(C)n2c1=O (stereo unspecified)
    2.2	-7	3.3	8	-2	0.6	6	-2	1	8	-1.6
(2) CCNC(=S)NS(=O)(=O)c1ccc(CC)cc1
    4.2	-5	-1.9	-7	-6	0.7	9	-8	x	21	-4.1
(3) OCC1(CCOc2ccccc2)CCN(Cc2ccccc2C(F)(F)F)CC1
    3.0	4	-0.4	0	4	-0.1	-2	-9	-7	5	-0.9
(4) COc1ccc(Nc2nc(N)nc(CSC(=S)N3CCOCC3)n2)cc1
    5.9	-2	4.4	3	2	-0.1	1	4	8	3	-0.5
(5) CCc1nc2ccccc2n1CCC(C)C
    0.7	91	-1.1	-10	0	1.5	7	9	-2	4	-0.8
(6) O=C(CSc1nc(-c2ccccc2)c(-c2ccccc2)[nH]1)NCCN1C(=O)CSC1=O
    3.7	-4	-2.1	7	-3	-0.5	17	3	8	8	-1.5
(7) Cc1cccc(Nc2nc(N)c([N+](=O)[O-])c(N3CC(C)OC(C)C3)n2)c1 (stereo unspecified)
    -0.8	-4	-0.9	-13	13	-1.7	-8	-1	-2	-41	9.1
(8) CCC(=O)N(NC1=NS(=O)(=O)c2ccccc21)S(=O)(=O)c1ccc(C)cc1
    1.5	-6	1.8	-3	-9	2.0	16	2	-3	2	-0.5
(9) O=C(OCc1nc2ccccc2s1)c1ccco1
    4.1	5	3.8	-3	-4	1.5	2	-5	x	2	-0.4
(10) CCOC(=O)CCn1c(=S)n(CCC(=O)OCC)c2ccccc21
    3.0	3	-0.4	11	3	-0.4	1	6	-3	13	-2.7
(11) O=C(CN(Cc1ccccc1)S(=O)(=O)c1ccc2c(c1)OCCO2)N/N=C/c1cccc(Br)c1
    3.7	-9	3.4	1	0	2.2	10	0	7	-2	0.3
(12) CCOC(=O)N1CCN(C(=O)CNC(=O)Cc2ccc(Cl)cc2)CC1
    1.8	-11	2.0	-1	-4	1.1	-42	0	-1	9	-1.5
(13) COC(=O)c1ccc(CN2CCN(CC(C)C)C(CCO)C2)cc1 (stereo unspecified)
    -0.8	-15	1.0	-5	17	1.3	-5	7	23	9	-1.8
(14) Cc1cccc(C(=O)OCC(=O)NC(=O)NCc2ccccc2)c1
    0.3	7	0.9	-2	-11	-2.2	-17	-6	-18	-15	3.5
(15) COc1ccc(C(C#N)Nc2ccccc2C)cc1 (stereo unspecified)
    0.8	225	5.0	6	-3	2.3	4	8	x	10	-1.9
(16) Cn1cnnc1-c1cccc(NS(=O)(=O)c2ccc(N3CCCC3=O)cc2)c1
    4.5	+	3.5	-1	0	3.4	24	-10	-4	25	-5.4
(17) Cc1cc(/C(N)=N/OC(=O)Nc2cccc(C(F)(F)F)c2)no1
    3.7	-9	-0.5	x	1	-1.5	x	x	6	x	x
(18) CCc1ccc(/C=N/NC(=O)c2cc(-c3ccccc3OC)nc3ccccc23)s1
    -0.2	-3	-0.3	-9	-3	0.4	-3	2	-3	5	-0.9
(19) COc1ccc(CN2CCSCC2)c(OC)c1C
    -0.2	4	x	-1	-7	x	13	5	8	5	-1.0
(20) COc1ccc(OCCCC(=O)Nc2ccc(S(=O)(=O)N3CCOCC3)cc2)cc1
    3.9	-6	3.6	-16	5	-0.5	-21	-6	x	8	-1.9
(21) Cc1ccc(NC(=O)CSc2nnc(C)n2-c2ccccc2)cc1
    2.2	24	3.3	-2	3	-0.5	-8	-7	9	3	-0.8
(22) CCOC(=O)C1=C(C)N=c2s/c(=C\c3cccc(OCC(=O)O)c3)c(=O)n2C1c1ccccc1OC (stereo unspecified)
    0.2	22	-1.2	10	-9	1.3	4	13	-34	-2	0.5
(23) CC(=O)Nc1cccc(NC(=O)c2ccc3c(c2)CCN3S(=O)(=O)c2ccccc2)c1
    1.6	-11	2.7	-1	6	1.2	-23	-2	-9	-1	0.2
(24) Cn1c(NC(=O)c2cccnc2)nc2ccccc21
    0.1	2	-0.6	9	-4	-0.5	-29	7	-13	15	-2.7
(25) COc1cccc(C2CC(c3ccccc3Cl)n3nnnc3N2)c1 (stereo unspecified)
    2.8	14	1.1	-18	-1	1.2	-27	3	33	9	-1.5
(26) Cc1ccc(C(=O)COc2nc(C)cc(C)c2C#N)cc1
    0.5	-1	1.8	4	3	-1.4	-6	-5	29	5	-0.8
(27) COc1ccc(C(=O)/C=C/c2ccsc2)cc1CSCC(=O)O
    1.8	-8	5.1	-2	2	0.8	6	-17	12	-2	0.4
(28) CCCN1CCN(c2nc(-c3cccs3)nc3ccccc23)CC1
    1.6	x	0.7	-8	-4	-2.7	-1	-1	24	-1	0.2
(29) CC(C)c1nnc(NC(=O)c2ccc(N3C(=O)CCC3=O)cc2)s1
    0.3	0	-1.1	-5	-2	0.6	-27	-1	11	-2	0.3
(30) COc1ccc(C2(C(=O)N3CCOCC3)CCOCC2)cc1OC
    1.7	101	2.8	-6	2	1.8	16	3	22	12	-2.1
(31) O=C(CSc1ncn[nH]1)Nc1nsc(-c2ccccc2)n1
    3.7	-6	2.1	-3	-3	0.3	0	-6	19	9	-1.4
(32) CC1Cc2ccccc2N1C(=O)CSc1nnc(-c2ccccc2)c(-c2ccccc2)n1 (stereo unspecified)
    5.2	0	2.5	-3	-2	-0.5	-20	8	4	-24	4.3
(33) COc1ccccc1CN1C(=O)c2ccccc2C1C(=O)NC1CCC(C)CC1 (stereo unspecified)
    2.5	1	7.3	-12	6	-0.3	-4	-9	57	8	-1.6
(34) Cc1ccc(-c2nnc(N3CCN(C(=O)c4cccs4)CC3)c3ccccc23)cc1
    2.1	-7	0.3	3	12	0.2	6	2	-6	2	-0.4
(35) CCOC(=O)c1cccc(NC(=O)C2CCCN(S(=O)(=O)c3c(C)n[nH]c3C)C2)c1 (stereo unspecified)
    1.5	458*	-1.8	11	1	-2.2	-7	-12	17	-11	2.3
(36) CCOC(=O)c1ccc(S(=O)(=O)N2CCN(CC(O)COc3ccc(C#N)cc3)CC2)cc1 (stereo unspecified)
    -2.4	0	-1.9	1	-13	-0.8	-11	-1	7	3	-0.7
(37) CCN(CC(=O)Nc1ccc(OC)cc1)C(=O)c1ccc(NS(=O)(=O)c2ccc(C(C)=O)cc2)cc1
    6.0	242	2.0	8	4	2.2	-10	-21	-10	14	-2.6
(38) CC1(C)Cc2c(cnn2-c2ccccc2)C(NC(=O)CCCN2CCCC2=O)C1 (stereo unspecified)
    0.4	-8	-0.6	-8	-8	1.5	20	2	-24	-5	1.1
(39) Cc1ccc(NCCNc2ccc(C)cc2)cc1
    2.2	17	-0.5	-5	-5	0.2	0	0	2	-27	5.1
(40) COc1ccc(CCNC(=O)C(=O)NCc2ccccc2)cc1OC
    0.7	-1	4.7	-11	-6	0.0	0	-5	7	8	-1.4
(41) O=C(CCn1c(=O)oc2ccccc21)N1CCN(c2ccccc2Cl)CC1
    3.1	1	-1.1	4	-3	-0.1	9	-6	-48	5	-1.1
(42) Cc1cc(NC(=O)CC23CC4CC(C2)CC(CC(=O)Nc2cc(C)on2)(C4)C3)no1
    1.3	-16	-1.1	-5	11	-0.3	-17	3	-6	13	-2.4
